Screens: PubChem, National Center for Advancing Translational Sciences (NCATS)
Tau fibril FP: qHTS for Inhibitors of Tau Fibril Formation, Fluorescence Polarization. Microtubule-associated protein tau (Homo sapiens), P10636. K18 P301L tau heparin fibrillization, Alexa594 FP, 6 h. Potency, µM (series often up to 57.7 µM), without a hit: top-dose activity, negative = inhibition, usual class: inhibitors. 0.39% of 280,000 active. AID 1468, 2008; further: on the % scale 0 is the no-effect control and ±100 the full control effect; nearly all actives have a fitted effect of over 55% in size
Target sequence (P10636 561-689 P618L limits assumed): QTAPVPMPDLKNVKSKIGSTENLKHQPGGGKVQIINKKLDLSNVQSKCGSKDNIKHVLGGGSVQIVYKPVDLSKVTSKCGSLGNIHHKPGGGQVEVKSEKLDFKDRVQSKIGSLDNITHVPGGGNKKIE
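Quantitative HTS format: compounds meet 15 uM recombinant K18 P301L tau and Alexa 594-tau tracer in 100 mM sodium acetate pH 7; 20 uM heparin triggers fibrillization at 37 C over 6 hr; FP gives the signal.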
Tau fluor counter: Counterscreen qHTS for Inhibitors of Tau Fibril Formation, Fluorescence Polarization | AID 1463, 2008 | 0.93% of 280,000 active | tau K18 P301L Alexa594 fluorescence, heparin fibrillization | Potency, µM (doses to about 57.7 µM), inactives show at the highest dose activity change, negative = decrease; further: on the % scale 0 is the no-effect control and ±100 the full control effect; nearly all actives have a fitted effect of over 55% in size
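Human K18 P301L tau (15 uM unlabeled plus 0.24 uM Alexa 594-labeled, final) in 100 mM sodium acetate pH 7 was mixed with compound and 20 uM heparin and incubated 6 hr at 37 C.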
Tau ThT inhib: qHTS for Inhibitors of Tau Fibril Formation, Thioflavin T Binding. recombinant tau K18 P301L (four-repeat tau fragment), heparin-induced fibrillization, ThT fluorescence. Potency, µM (doses to about 57.4 µM), inactives show at the top dose activity, negative = inhibition, actives largely listed as inhibitors. 2.1% of 270,000 active; further: on the % scale 0 is the no-effect control and ±100 the full control effect; nearly all actives have a fitted effect of over 55% in size
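K18 P301L tau (15 uM + 0.24 uM Alexa 594-tagged), heparin 20 uM, NaOAc pH 7, 6 h 37 C; ThT 30 uM, 1 h RT, ex 450/em 510 nm.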
GAA glycogen: qHTS Assay for Inhibitors and Activators of Human alpha-Glucosidase Cleavage of Glycogen; recombinant GAA, glycogen substrate, Amplex Red glucose oxidase fluorescence; Potency, µM (titrated, usually from 76.4 µM), without a hit: at the highest dose activity change, negative = inhibition, most hits filed as inhibitors; 0.38% of 300,000 active; AID 2100, 2009;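 further: 0% = full enzyme reaction and -100% = no-enzyme basal signal; the screen sought inhibitors and activators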
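Natural-substrate format: glycogen cleavage by 4 nM human enzyme, glucose read by Amplex Red coupling (Ex 573, Em 610 nm). Normalized to enzyme and no-enzyme controls.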
GAA inhib: qHTS Assay for Inhibitors of Human alpha-Glucosidase as a Potential Chaperone Treatment of Pompe Disease. AID 1466, 2008. Potency, µM (highest dose often 76.9 µM), inactives show at the top dose activity change, negative = inhibition, usual class: inhibitors. purified human GAA, 4-MU-alpha-glucoside fluorescence. 0.005% of 200,000 active;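 further: plate controls were uninhibited enzyme wells for no effect and no-enzyme background for full effect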
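Fluorogenic assay: 4 nM human alpha-glucosidase with 400 uM 4-methylumbelliferyl-alpha-D-pyranoside in 50 mM citrate/phosphate, 0.005% Tween-20, pH 5.0, 20 min at room temperature. Compounds tested up to 77 uM; AC50 from Hill fits.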
HTT ATP protect: qHTS Multiplex Assay to Identify Dual Action Probes in a Cell Model of Huntington: Cytoprotection (ATP). PC12 HTT-Q103 induced, cytoprotection, ATP luminescence, 40 h. Potency, µM (highest dose often 56.4 µM), for inactives: cytoprotection (ATP increase), usual class: activators. 0.14% of 230,000 active;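 further: % of control where 0% means no effect; nearly all actives have a fitted effect of over 45% in size; toxic huntingtin expression switched on by the ecdysone agonist tebufenozide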
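Compounds were screened for protection of PC12 cells against cell death after tebufenozide induction (100 nM final) of mutant Huntingtin exon 1 (Q103) fused to GFP.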
GAA spleen mod: qHTS Assay for Inhibitors and Activators of Human alpha-Glucosidase From Spleen Homogenate; Lysosomal alpha-glucosidase (Homo sapiens), P10253; human spleen homogenate, 4-MU-alpha-glucoside fluorescence; Potency, µM (doses to about 79.9 µM), inactives show top-dose activity change, negative = inhibition, actives largely listed as inhibitors; 0.006% of 240,000 active; AID 2112, 2009;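 further: 0% = enzyme with vehicle and -100% = no enzyme basal signal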
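Human spleen homogenate (1 ug) with 4-methylumbelliferyl-alpha-D-glucopyranoside (1 mM final) in 50 mM citrate/phosphate pH 5.0, 0.01% Tween-20; 40 min at 37 C. Stopped at pH 10; 4-MU fluorescence Ex 365/Em 440 nm; AC50 by Hill fit.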
aGal spleen mod: qHTS Assay for Inhibitors and Activators of Human alpha-Galactosidase From Spleen Homogenate. Potency, µM (series often up to 80 µM), without a hit: at the highest dose activity change, negative = inhibition, most hits filed as inhibitors. Alpha-galactosidase A (Homo sapiens), P06280. 0.008% of 240,000 active. human spleen homogenate, 4MU-alpha-Gal fluorescence, 40 min;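 further: 0% = enzyme with vehicle and -100% = no enzyme basal signal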
Target sequence (P06280 32-429 limits assumed): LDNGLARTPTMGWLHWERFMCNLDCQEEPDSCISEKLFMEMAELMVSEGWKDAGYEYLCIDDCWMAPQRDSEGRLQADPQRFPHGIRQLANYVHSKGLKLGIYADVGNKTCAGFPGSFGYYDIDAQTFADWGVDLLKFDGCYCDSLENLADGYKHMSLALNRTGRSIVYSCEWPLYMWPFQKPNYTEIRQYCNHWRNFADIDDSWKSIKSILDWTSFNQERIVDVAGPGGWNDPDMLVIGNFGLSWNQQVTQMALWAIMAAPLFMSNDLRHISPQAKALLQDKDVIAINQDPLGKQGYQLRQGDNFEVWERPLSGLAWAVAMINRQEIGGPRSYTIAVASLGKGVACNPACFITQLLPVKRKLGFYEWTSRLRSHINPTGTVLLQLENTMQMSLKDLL
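Human spleen homogenate (1 ug) as enzyme source, 4-methylumbelliferyl-alpha-D-galactopyranoside 1 mM final, citrate/phosphate pH 5.0 with 0.01% Tween-20. Compounds 40 min at 37C, NaOH/glycine stop; fluorescence Ex 365/Em 440, Hill-fit AC50.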
* marks the source's active call; other numbers are inactive results; ? = inconclusive; . = no result given; & = joins results of further samples; [ ] = dose if it differs, or a comment. The call rests on the fitted dose curve; in most records, active means well fitted curve in the direction sought with a large enough effect; inconclusive means small, poorly fitted or top-dose-only effect, or another doubt; inactive means no such curve, though single readings can be large; an effect the other way counts as inactive or inconclusive. Potency means the concentration at half of the fitted maximal effect.

SMILES | Tau fibril FP | Tau fluor counter | Tau ThT inhib | GAA glycogen | GAA inhib | HTT ATP protect | GAA spleen mod | aGal spleen mod
COc1ccc2c(CNCC(C)c3ccccc3)c(C(=O)O)n(Cc3ccc(F)cc3Cl)c2c1 (configuration not stated) | 12.1% | -5.2% | -1.8% | -16.0%[76.3 µM] | . | . | . | .
CCOc1ccc(-c2noc(-c3cccnc3)n2)cc1OC | 0.8% | -12.9% | ? | 0.5% | 2.2% | -32.0% | 8.3% | 23.0%
O=C(NC1CCN(C(=O)NC2CCCCC2)CC1)c1ccco1 | 1.3% | -0.4% | -2.4% | 0.1% | -6.7% | -10.6% | 4.4% | 4.6%
O=C(CCN1C(=O)C2C3CCC(C3)C2C1=O)OCC(=O)c1cccc([N+](=O)[O-])c1 (configuration not stated) | -5.8% | -3.2% | 0.2% | 9.1% | 4.4% | . | 3.9% | -1.0%
Cc1cccc(NC(=O)c2sc3nc4c(c(-c5cccs5)c3c2N)CN(C)CC4)c1 | ? | 28.2µM*[quencher] | 15.8µM* | 6.5% | -3.5% | -12.5% | -5.2% | -2.7%
Cc1cc2c(cc1C)CSC(c1ccc(O)cc1)SC2 | -12.0% | -25.8% | -1.9% | -4.2% | ? | -32.2% | -16.0% | -3.8%
C/C(=N\NC(=O)CCC(=O)Nc1ccc(C)c(C)c1)c1cccs1 | 0.1% | 13.0% | -8.2% | -1.6% | 14.4% | . | -1.2% | 1.3%
Cc1ccc(S(=O)(=O)CCC(=O)OCc2ccccc2F)cc1 | -2.1% | -8.7% | -6.1% | 17.0% | -1.9% | 7.7%[10 µM] | -1.8% | 0.6%
O=C(O)c1ccc(O)c(N2C(=O)Nc3ccccc3N2O)c1 | -8.1% | -4.8% | -14.4% | ? | -7.4% | 11.4%[10 µM] | 6.7% | -5.0%
O=C(O)c1ccccc1N(Cc1ccccc1)C(=O)CO/N=C/c1ccccc1 | 6.5% | 1.9% | -7.8% | 11.9% | 3.1% | -2.0%[10 µM] | -8.1% | -5.9%
O=C(CSc1nnc(C2COc3ccccc3O2)o1)N1CCN(c2ccccc2)CC1 (configuration not stated) | -2.2% | -5.6% | ? | 3.5% | 1.2% | -25.3% | -2.9% | -5.4%
C[N+]1(C)CCc2cc3c(cc2[C@@H]1[C@@H]1C(=O)Oc2c1ccc1c2OCO1)OCO3 | -1.8%&10.2% | -9.1%&-7.5% | -9.2%&-8.2% | . | . | ? | -6.6%&-12.3% | -6.8%&1.8%
O=C(NCc1ccccc1)c1ccc(OC2CSC2)cc1 | 0.4% | -2.2% | -0.1% | 5.0% | -4.4% | -19.8%[1.9 µM] | -3.0% | 0.6%
Cc1ccc2[nH]c(=O)c(C(c3nnnn3Cc3ccccc3)N3CCc4ccccc43)cc2c1 (configuration not stated) | ? | ? | 20µM* | 5.3% | -1.4% | -10.9%[10 µM] | -14.5% | -3.8%
CCOc1nc(Oc2cccc(C(=O)O)c2)nc(Oc2cccc(C(=O)O)c2)n1 | -1.1% | -1.0% | -4.7% | -14.8% | 6.0% | 6.9% | -0.6% | 6.2%
O=C(N/N=C/c1cn(Cc2ccccc2)c2ccccc12)c1ccncc1 | 14.1% | 25.1µM*[quencher] | ? | -7.1% | ? | -34.1%[inhibitor] | ? | -2.1%
S=c1[nH]nc(-c2ccc3ccccc3n2)n1Cc1ccccc1 | -7.5% | -11.2% | -2.7% | -6.5% | 8.1% | . | 1.0% | -8.6%
Cc1ccc(S(=O)(=O)N(CC(=O)N2CCC(C)CC2)c2cccc(C)c2)cc1 | 1.1% | -3.4% | 0.8% | -4.0% | -14.6% | 16.4% | -2.1% | 1.2%
C=Cc1ccc(CSc2nc(-c3ccccc3Cl)nc3c2Cc2c(CO)cnc(C)c2O3)cc1 | -3.4% | -12.0% | -5.7% | -3.6%[76.3 µM] | . | . | . | .
CCOc1ccc(C(=O)N/N=C/c2cc(Cl)ccc2[N+](=O)[O-])cc1 | 1.4% | 3.4% | -14.8% | 6.1% | -2.6% | -3.0%[10 µM] | -2.7% | -9.5%
CCC1=C(OC(=O)N(CC)CC)N2C(=O)OC(=NCC(=O)OC)[C@]2(Cc2ccccc2)[C@H]2C1=CC[C@H]1C(=O)N(c3ccccc3)C(=O)[C@H]12 | 8.0%&-1.2% | -13.3%&-5.4% | -19.0%&-0.5% | 1.8% | . | -37.1%[inhibitor] | 6.2%&0.8% | 8.9%&-1.3%
Cc1ccc(NC(=O)CCNC(=O)c2ccc(Cl)cc2)cc1F | -3.1% | 2.0% | 3.0% | 4.0% | 2.9% | -20.2%[10 µM] | 1.6% | 5.6%
COc1ccc(C(C)=O)cc1COC(=O)c1cnc(Cl)c(Cl)c1 | -1.2% | -7.7% | -17.4% | 2.4% | 8.2% | -1.6% | 8.5% | 4.6%
CC(=O)Nc1nc2ccccc2[nH]1 | 1.6% | -1.2% | -5.7% | -8.5% | -2.7% | -1.5% | -7.9% | 1.3%
COc1ccccc1Cc1nc(-c2ccncc2)no1 | 0.7% | -5.0% | -6.9% | 11.7% | -1.2% | 10.0%[10 µM] | -10.6% | 1.0%
SMILES | Tau fibril FP | Tau fluor counter | Tau ThT inhib | GAA glycogen | GAA inhib | HTT ATP protect | GAA spleen mod | aGal spleen mod
Cc1cccc2cc(CN(C(=S)NCC(C)C)C3CCCC3)c(=O)[nH]c12 | -4.4% | -9.2% | -8.5% | -13.1% | -4.0% | 1.2%[1.9 µM] | -27.5% | -7.8%
O=C(CCN1CCN(CCO)CC1)Nc1ccc(C2CCCC2)cc1 | -1.8% | 4.7% | 1.9% | 20.2% | 2.5% | -30.4%[inhibitor] | -0.1% | -8.4%
COc1cc(NC(=S)NC(=O)c2ccccc2F)ccc1NC(=O)c1ccco1 | -10.3% | -7.0% | ? | 6.3% | 2.5% | 35.8%[0.074 µM] | -8.4% | -0.5%
O=C(O)CN(CCOCCOCCN(CC(=O)O)CC(=O)O)CC(=O)O | -13.8% | -14.4% | -8.6% | . | . | 7.3% | -2.4% | -1.6%
Cc1ccc2nsnc2c1NC(=O)CCc1ccccc1 | 1.5% | 7.1% | 2.9% | -3.5% | 1.3% | 11.9%[0.074 µM] | 2.5% | 4.9%
Nc1cnn(Cc2ccccc2F)c1 | -13.2% | -18.8% | ? | -6.1% | -3.7% | 6.9%[10 µM] | 7.0% | -3.1%
C=CCNC(=O)CC1C(=O)NCCN1Cc1ccc(-c2ccccc2)cc1 (configuration not stated) | -3.3% | -2.3% | -6.4% | 6.7% | ? | 8.9%[10 µM] | 0.6% | 1.7%
COc1ccc(/C=N/NC(=O)CN2CCN(Cc3ccccc3)CC2)cc1Br | -1.8% | -8.7% | -10.2% | 3.0% | -16.4% | 0.1%[10 µM] | -0.8% | -0.5%
Cc1ccc(C)c(N(CC(=O)NCc2ccco2)C(=O)CCC(=O)Nc2ccccn2)c1 | 10.6% | 4.7% | -1.0% | 4.0% | -1.0% | 19.9%[10 µM] | 2.7% | -3.1%
CCN(CC)C(=O)CSC(Nc1cccc(F)c1)=C(C#N)C#N | -5.2% | ? | 28.2µM* | -5.2% | . | 38.4%[10 µM] | -2.5% | 1.8%
O=C(Cn1c(COc2ccccc2)nc2ccccc21)Nc1cc(Cl)ccc1Cl | -13.5% | 3.5% | 1.7% | 4.6% | 1.5% | 12.2%[10 µM] | -1.1% | -4.9%
CC(=O)Nc1ccc(OCC(O)Cn2ccnc2C)cc1 (configuration not stated) | -0.5% | 5.6% | -3.3% | 3.0% | 11.4% | . | 7.1% | 0.1%
O=C(CN1CCN(c2ccccc2)CC1)N1CCN(c2ccccc2)CC1 | -9.1% | -11.8% | ? | -9.7% | 5.4% | 4.6% | 5.5% | 4.9%
O=c1c2ccccc2nnn1Cc1ccccc1Cl | 1.8% | -9.8% | 0.7% | -8.6% | 4.7% | -45.2% | -3.5% | 3.0%
O=C(Nc1ccc(Cl)c(S(=O)(=O)N2CCOCC2)c1)c1ccccn1 | 7.1% | -0.5% | -7.2% | -3.6% | -1.9% | -12.6% | -12.7% | 3.7%
CCOc1ccc(/C=C2\NC(=S)NC2=O)cc1 | 2.1% | -10.6% | -15.4% | -5.4% | . | 18.0%[10 µM] | -2.7% | -12.1%
COc1ccccc1N1CC(C(=O)Nc2nnc(SCc3ccccn3)s2)CC1=O (configuration not stated) | -3.9% | -6.9% | -13.8% | -0.9% | -1.0% | 15.4%[10 µM] | -4.8% | 6.1%
Brc1ccc(-c2nnc(-c3cccc(Br)c3)o2)cc1 | 3.1% | 1.4% | 2.0% | 7.1% | -4.2% | -5.2% | -1.3% | 2.6%
NNC(=O)CCc1c[nH]c2ccccc12 | -1.4% | -27.1% | ? | ? | 2.4% | 22.6%[1.9 µM] | -7.3% | -5.7%

With a hit mark in Tau ThT inhib, of those listed so far:
SMILES	Tau fibril FP	Tau ThT inhib	GAA inhib	GAA spleen mod	aGal spleen mod
Cc1cccc(NC(=O)c2sc3nc4c(c(-c5cccs5)c3c2N)CN(C)CC4)c1	?	15.8µM*	-3.5%	-5.2%	-2.7%
Cc1ccc2[nH]c(=O)c(C(c3nnnn3Cc3ccccc3)N3CCc4ccccc43)cc2c1 (configuration not stated)	?	20µM*	-1.4%	-14.5%	-3.8%
CCN(CC)C(=O)CSC(Nc1cccc(F)c1)=C(C#N)C#N	-5.2%	28.2µM*	.	-2.5%	1.8%

No enrichment for hits. Share with any hit: about 3.3%.
